KCNH2 3.1 block: blocks the human KCNH2 3.1 channel isoform; U2OS KCNH2 3.1, thallium flux FluxOr; hits give low values; activity change, % (tested at about 1.8 µM); hit rate 0.95% among 340,000;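 active means maximum activity change below -70%; inconclusive means maximum activity change from -70% to -50%; inactive means maximum activity change above -50%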;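 further: thallium influx rate constant from kinetic fluorescence after stimulation buffer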
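FluxOr-based Tl+ influx in U2OS cells transduced with KCNH2 3.1 virus; rate constants normalized to DMSO controls.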
* = called active by the depositor; ? = inconclusive. On the % scale 0 is the no-effect control and ±100 the full control effect.

mol	KCNH2 3.1 block
C[C@@H]1CN([C@H](C)CO)C(=O)c2c(c3ccccc3n2C)-c2ccccc2CO[C@H]1CN(C)Cc1ccccc1	-13
O=P1(NC2CCCCC2)OCC2(CO1)COP(=O)(NC1CCCCC1)OC2 (configuration not stated)	0
CCN(CC)CCNc1ccc(CO)c2oc3ccccc3c(=O)c12	2
COC(=O)C(c1ccccc1)C(CC(=O)c1ccccc1)c1ccccc1 (configuration not stated)	-12
Cc1ccc(OCC(=O)Nc2ccc(S(=O)(=O)NC3=NCCCCC3)cc2)cc1	-1
COc1ccc(NS(=O)(=O)c2cccc(C(=O)N3CCN(S(=O)(=O)c4ccccc4)CC3)c2)cc1	9
O=C(O)c1ccc(CNC(=O)C2CCN(S(=O)(=O)c3cccs3)CC2)cc1	5
COc1cccc(CN(C)C(=O)c2cccc(S(=O)(=O)N3CCN(c4ccccc4)CC3)c2)c1	-11
CC(C)(C)S(=O)(=O)N1C[C@H]2C(=CC[C@@H]3C(=O)N(c4ccccc4)C(=O)[C@@H]32)[C@H]1CCO	8
COc1cc(C(=O)NCc2ccccc2Cl)ccc1OCC(=O)N1CCOCC1	-1
COC(=O)C1(c2ccccc2)NC(c2cccs2)C2C(=O)N(c3ccccc3)C(=O)C21 (configuration not stated)	-6
O=C(CNc1ccc(Cl)c(C(F)(F)F)c1)N1CCN(S(=O)(=O)c2ccccc2)CC1	6
Cc1cc(=O)[nH]c2c(C)cc(S(=O)(=O)N3CCOCC3)cc12	11
COc1ccccc1CN1[C@@H](CC(=O)O)c2cc(F)ccc2S1(=O)=O	?
CCOC(=O)c1c(NC(=O)COC(=O)c2ccc(O)cc2)sc(C(=O)NC)c1C	-12

Continued:
mol	KCNH2 3.1 block
COc1ccccc1NC(=O)C1CCOC1=O (configuration not stated)	-6
CC1CN(CC(=O)Nc2nc(-c3ccc(Cl)cc3)cs2)CC(C)O1 (configuration not stated)	2
Cc1ccc(CNC(=O)C2CCC(=O)N(Cc3cccc(F)c3)C2)s1 (configuration not stated)	4
Cc1ccc(C(=O)CCC(=O)Nc2cccc(C(F)(F)F)c2)cc1C	-3
CN(C(=O)c1cccc(NC(=O)Cc2ccc(NC(=O)C3CCN(C(=O)C4CCCCC4)CC3)cc2)c1)C1CCCCC1	0
CC[C@@H]1[C@H]2CCCC(=O)N3CC[C@@H](C[C@H]1O)[C@@H]23	-8
COc1ccccc1CNS(=O)(=O)c1cc(C(=O)N(C)Cc2cccnc2)c(Cl)cc1Cl	-27
COc1cc(C(C)=O)ccc1OCC(=O)NCc1ccccc1CN1CCCC1	2
COc1ccc(S(=O)(=O)N2CCCCCC2)cc1C(=O)N1CCN(c2ccc(F)cc2)CC1	-3
NCCC1CN(C(=O)OCc2ccccc2)c2ccccc21 (configuration not stated)	-6
O=C(OCc1ccccc1)N1CCC2CC1c1ccc(N3CCOCC3)cc12 (configuration not stated)	4
CN(C(=O)c1cc(-c2cccs2)nn1-c1ccccc1)C1CCS(=O)(=O)C1 (configuration not stated)	-7
CC(=O)C[C@H]1c2cc(C(F)(F)F)ccc2S(=O)(=O)N1Cc1ccccc1	1
O=C(O)c1ccccc1C(=O)OCC1CCC(=NO)CC1 (configuration not stated)	2
COc1ccc(C(=O)Cc2ccccc2C(=O)O)cc1	28

Another view of 2 compounds above.
CC(=O)C[C@H]1c2cc(C(F)(F)F)ccc2S(=O)(=O)N1Cc1ccccc1
  KCNH2 3.1 block = 1

O=C(O)c1ccccc1C(=O)OCC1CCC(=NO)CC1 (configuration not stated)
  KCNH2 3.1 block = 2

The list goes on.
mol	KCNH2 3.1 block
C/C(=N\NC(=O)CN1CCCCC1)c1cccc([N+](=O)[O-])c1	14
COc1ccc(/C=C/c2cc(O)cc(OC3OC(CO)C(O)C(O)C3O)c2)cc1 (configuration not stated)	4
C=CCn1c(SCCN)nnc1-c1cccc(S(=O)(=O)N2CCOCC2)c1	5
Cc1cc(C)c(NC(=O)C2CCCO2)c(C)c1 (configuration not stated)	-2
CCCS(=O)(=O)c1nc(S(=O)(=O)c2ccc(C)cc2)c(N2CCCCC2)s1	9
C[C@@H]1CCCCO[C@@H](CN(C)C(=O)c2ccccc2)[C@@H](C)CN([C@H](C)CO)C(=O)c2cc(N(C)C)ccc2O1	9
Cc1ccc(S(=O)(=O)N(C)C[C@@H]2Oc3ccc(NS(=O)(=O)c4ccccc4)cc3CC(=O)N([C@@H](C)CO)C[C@H]2C)cc1	18
CCN(CC)CCNc1cccc2sc3ccccc3c(=O)c12	-4
CCOc1ccc(/C=N/NC(=O)c2ccc3nc[nH]c3c2)cc1OC	12
CCOC(=O)N1CCN(C(=O)C2CCC(=O)N(CCc3ccccc3)C2)CC1 (configuration not stated)	9
CCOC(=O)Cn1c(=O)c2c(nc3n2CCCCN3c2ccc(OCC)cc2)n(C)c1=O	22
COCCN(C(=O)COC(=O)c1ccc2c(c1)OCO2)c1c(N)n(Cc2ccccc2)c(=O)[nH]c1=O	0
CN(C(=O)c1cccc(NC(=O)Cc2cccc(NC(=O)C3CCCN(C(=O)C4CCC4)C3)c2)c1)C1CC1 (configuration not stated)	-4
CC(C)C1C(=O)N(Cc2cn(CC3CCCCC3)nn2)CCS(=O)(=O)N1Cc1ccc(-c2ccc(F)cc2)cc1 (configuration not stated)	-25
C[C@@H]1CN([C@@H](C)CO)C(=O)c2cc(Br)cnc2O[C@H]1CN(C)C(=O)Cc1ccccn1	25

Some values from the entries so far:
KCNH2 3.1 block result of CC(C)C1C(=O)N(Cc2cn(CC3CCCCC3)nn2)CCS(=O)(=O)N1Cc1ccc(-c2ccc(F)cc2)cc1 (configuration not stated) reads -25
KCNH2 3.1 block result of C=CCn1c(SCCN)nnc1-c1cccc(S(=O)(=O)N2CCOCC2)c1 reads 5
KCNH2 3.1 block result of CN(C(=O)c1cccc(NC(=O)Cc2cccc(NC(=O)C3CCCN(C(=O)C4CCC4)C3)c2)c1)C1CC1 (configuration not stated) reads -4
KCNH2 3.1 block result of C[C@@H]1CN([C@@H](C)CO)C(=O)c2cc(Br)cnc2O[C@H]1CN(C)C(=O)Cc1ccccn1 reads 25

(continued)
mol	KCNH2 3.1 block
COc1cccc(-c2nnn(CC(=O)N(C3CCCCC3)C3CCS(=O)(=O)C3)n2)c1 (configuration not stated)	-11
Cc1ccc([C@H]2C[C@H](n3cc(C4CC4)nn3)[C@@H](O)CN2C(=O)c2cccs2)cc1	-42
NC(=N\N=Cc1ccco1)/C(N)=N/N=Cc1ccco1	1
CN(C(=O)c1cccc(NC(=O)Cc2ccc(NC(=O)C3CCCN(C(=O)C4CCCC4)C3)cc2)c1)C1CCCC1 (configuration not stated)	6
COc1cccc2c3c(c(=O)[nH]c12)CC(C)(C)O3	-2
COc1ccc(C(O)(c2ccccc2)C(C(=O)O)c2ccccc2)cc1 (configuration not stated)	-26
O=C(CCl)NC(Cc1ccccc1)C(=O)OCC(=O)c1ccc(-c2ccccc2)cc1 (configuration not stated)	-16
C[C@@H]1CN([C@@H](C)CO)S(=O)(=O)c2ccc(-c3ccccc3)cc2O[C@@H]1CN(C)Cc1ccccc1C(=O)O	-6
COc1ccc(CCNC(=O)c2ccc(CS(=O)(=O)Cc3ccc(C)cc3)o2)cc1OC	-7
c1ccc2nc(N3CCCC3)c(N3CCCCC3)nc2c1	5
Cc1ccc(S(=O)(=O)N2CC[C@@H]2C(=O)O)cc1	1
CC12CCC3c4ccccc4CCC3(CO1)C2 (configuration not stated)	6
CCOC(=O)C1=CN(C)CCC1=O	2
Cc1cc(C)c2c(=O)n3c(nc2c1)C(Cc1ccccc1)NC(=O)c1cc2ccccc2cc1-3 (configuration not stated)	13
O=[N+]([O-])c1ccc(-c2cccnc2)cc1	0

The list continues:
mol	KCNH2 3.1 block
CC(C)OC(=O)N(C)C[C@@H]1OCc2cnnn2CCCC(=O)N([C@@H](C)CO)C[C@H]1C	10
O=C(NCc1ccccc1)C1=C[C@@H](C2CCCCC2)C[C@@H](OCCCCO)O1	-13
CC(C)C#Cc1ccc2c(c1)O[C@@H](CN(C)C(=O)c1cnccn1)[C@@H](C)CN([C@@H](C)CO)S2(=O)=O	4
N#Cc1ccc(S(=O)(=O)NCCc2ccncc2)cc1	11
COc1cc(NC(=O)CN2C(=O)COc3ccccc32)cc(OC)c1	4
CN(C(=O)C1CC1)c1ccccc1	10
C[C@@H]1CN([C@H](C)CO)C(=O)CCCn2nncc2CO[C@H]1CN(C)S(=O)(=O)c1ccc(C#N)cc1	-19
COc1ccc(C(=O)Nc2cccc3c2CCCC3)c(OC)c1	-12
CN1C=CC(=O)[C@@H](OC(=O)Nc2ccc(Br)cc2)[C@H]1c1ccccc1Br	12
CC1N=C(SCC(=O)c2ccc(F)cc2)N2C(C)N=C(SCC(=O)c3ccc(F)cc3)N12 (configuration not stated)	3
CC(=O)Nc1cccc(C(=O)OCC(=O)NC(=O)NC2CCCC2)c1	-4
C[C@@H]1CCCCO[C@@H](CN(C)S(=O)(=O)c2ccc(F)cc2)[C@@H](C)CN([C@H](C)CO)C(=O)c2cc(NC(=O)c3ccccc3)ccc2O1	2
O=S1c2ccccc2Sc2ccccc21	0
CCN(CC)CCNc1c(C)cc(CO)c(Cl)c1C	6
COc1ccc(Cl)cc1C(=O)NC(=S)Nc1nc(C)cc(C)n1	2

Next section:
| SMILES | KCNH2 3.1 block |
| --- | --- |
| Cc1cc(O)c(C(C)C)cc1N=Cc1ccc([N+](=O)[O-])cc1 | -4 |
| O=C1CC[C@@H]2C[C@@]3(C[C@@H]4CCN1[C@H]24)Nc1cc([N+](=O)[O-])ccc1NC3=NCc1ccccc1 | 2 |
| Cc1ccn2c(C(=O)N/N=C\c3ccccc3[N+](=O)[O-])c(C)nc2c1 | 0 |
| CN(C)C(CNC(=O)c1cccc(S(=O)(=O)N2CCc3ccccc3C2)c1)c1ccccc1 (configuration not stated) | -2 |
| O=C(NCc1ccccc1)c1ccc(S(=O)(=O)N2CCCCCC2)cc1 | 1 |
| COc1ccc(-c2ccc(OC)c(OC)c2OC)c(OC)c1OC | -13 |
| COc1ccc(Br)cc1C(=O)Nc1ccccc1N1CCCC1 | -5 |
| Cc1ccc(S(=O)(=O)N=N/C=C2\C=CC=CN2O)cc1 | -1 |
| C=COC(=O)NC1CCc2cc(OC)c(OC)c(OC)c2-c2ccc(SC)c(=O)cc21 (configuration not stated) | -12 |
| Cn1nc(NC(=O)C(F)(F)F)c2ncc(-c3ccccc3)nc21 | 19 |
| O=[N+]([O-])c1ccc(C=CC=Cc2ccccc2)cc1 | -2 |
| C[C@H]1CCCCO[C@@H](CN(C)S(=O)(=O)c2ccc(Cl)cc2)[C@@H](C)CN([C@@H](C)CO)C(=O)c2cc(NS(=O)(=O)c3ccccc3)ccc2O1 | 1 |

More results:
| SMILES | KCNH2 3.1 block |
| --- | --- |
| CC1=C(C(=O)N(C)C)CC(CC(=O)NC2CCCC2)C(=O)N1Cc1ccc(F)cc1 (configuration not stated) | 17 |
| CC(C)(C)OC(=O)N(CCc1ccccc1)Cc1ccc(OCc2cccc(NC(=O)c3ccccc3)c2)cc1 | -3 |
| CCC1(c2ccccc2)SC(=O)NC1=O (configuration not stated) | -7 |
| CC(=O)N1c2ccccc2Sc2ccc3ccccc3c21 | 2 |
| O=C(CN1C(=O)NC2(CCc3ccccc32)C1=O)NC1CCCCC1 (configuration not stated) | -5 |
| C[C@@H]1CCCCO[C@@H](CN(C)S(=O)(=O)c2cccs2)[C@@H](C)CN([C@H](C)CO)C(=O)c2cc(NS(=O)(=O)c3ccccc3)ccc2O1 | 45 |
| O=C(NCCc1ccccc1)c1ccc(S(=O)(=O)N2CCCCC2)cc1 | 5 |
| Brc1ccc(-c2noc3c2-c2nc(C4CCCCC4)sc2CC3)cc1 | 5 |
| OCCN(Cc1ccccc1)Cc1ncccc1O | -11 |
| COc1ccc(NC(=O)c2cc(-c3ccc(C)o3)nc3ccccc23)c(OC)c1 | 2 |
| COc1ccc(S(=O)(=O)N2CCCCCC2)cc1NC(=O)CCNC(=O)c1ccccc1Cl | 19 |
| CN(C(=O)COc1ccccc1)c1ccc([N+](=O)[O-])cc1 | -6 |

(continued)
| SMILES | KCNH2 3.1 block |
| --- | --- |
| COC(=O)C1CC2=C(CCCC2=O)NC1=O (configuration not stated) | 5 |
| Cc1cccc(Nc2ccncc2S(N)(=O)=O)c1 | 2 |
| O=C(C=C(C(=O)c1ccccc1)c1ccccc1)c1ccccc1 | -10 |
| Oc1cccc(CCc2ccccn2)c1 | 7 |
| O=C(COC(=O)C1=COCCO1)NCc1ccc(Cl)cc1Cl | -6 |
| COCCNC(=S)N1CCC(C(=O)c2ccc(F)cc2)CC1 | -14 |
| COc1ccc(CNS(=O)(=O)CCNCCc2ccccc2)cc1 | -2 |
| CC1C(=O)c2ccccc2CC1C(=O)O (configuration not stated) | 0 |
| CC(C)C[C@H]1CNC(=S)N1CC1CCN(CCCC2CCCCC2)CC1 | -72* |
| C[C@@H]1CN([C@H](C)CO)C(=O)c2cc(Br)cnc2O[C@H]1CN(C)C(=O)Cc1ccccc1 | 9 |
| N#CCc1c(C#N)c(N)nc(N2CCCC2)c1C#N | -6 |
| CCc1ccc(NC(=O)c2ccc3c(c2)CCN3S(C)(=O)=O)cc1 | 12 |

Carrying on.
| SMILES | KCNH2 3.1 block |
| --- | --- |
| O=C(Nc1ccc2c(c1)OCCO2)c1cnc2ccccn2c1=O | -9 |
| Cc1ccc(S(=O)(=O)N2C[C@]3(O)C[C@@H]4C(=O)N(c5ccccc5)C(=O)[C@@H]4C[C@]3(OC(=O)Nc3cccs3)C2)cc1 | -4 |
| CC1(c2cccc3ccccc23)OC(=O)c2ccccc21 (configuration not stated) | -5 |
| COc1cc(S(=O)(=O)n2ccc(C)n2)c(C)cc1C | 4 |
| O=C1NC(=O)C2(N1)C(=O)c1cccc3cccc2c13 (configuration not stated) | 0 |

An excerpt from above in order of SMILES length, low to high.
| SMILES | KCNH2 3.1 block |
| --- | --- |
| COc1ccc(-c2ccc(OC)c(OC)c2OC)c(OC)c1OC | -13 |
| COC(=O)C(c1ccccc1)C(CC(=O)c1ccccc1)c1ccccc1 (configuration not stated) | -12 |
| C[C@@H]1CCCCO[C@@H](CN(C)C(=O)c2ccccc2)[C@@H](C)CN([C@H](C)CO)C(=O)c2cc(N(C)C)ccc2O1 | 9 |

Not all compounds are listed. The share of hits here may be higher or lower than overall.
